NCOA2 inhibitor: inhibits human steroid receptor coactivator 2; Q15596; HEK293 GAL4-SRC2 luciferase reporter, luminescence; inhibition, % at 9 µM; 0.17% of 370,000 active; AID 651957;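 active = inhibition above the mean inhibition of all tested compounds plus 3 SD, set per campaign, cut at about 52% in these data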;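 note: 0% = DMSO treated cells and 100% = cells given Gossypol at 36 µM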
COUP-TFII inh: blocks human COUP-TFII nuclear receptor; AID 686940; HEK293T NGFI-A luciferase reporter, luminescence; P24468; 0.7% of 370,000 active; inhibition, % at 8.6 µM;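 active = inhibition above a per-plate cutoff, mean inhibition of test wells between control levels plus 3 SD, cut at about 38% in these data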;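 note: cells cotransfected with COUP-TFII expression vector driving the NGFI-A reporter; 0% = median of COUP-TF2 test wells and 100% = reporter-only cells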
* = called active by the depositor. Not all compounds are listed; the hit share may differ from the screen's.

SMILES	NCOA2 inhibitor	COUP-TFII inh
COC(=O)C[C@H]1CC[C@H]2[C@H](COc3ccc(NC(=O)Cc4cccs4)cc3C(=O)N2C)O1	8	-8
COc1ccc([N+](=O)[O-])cc1NS(=O)(=O)c1ccc(Cl)c(C(=O)Nc2sc3c(c2C#N)CCCCC3)c1	-5	3
CC(C)(C)OC(=O)NCc1ccccc1/C=C/S(=O)(=O)NCc1ccccc1	0	-12
O=C(O)C1CCCN1C(=O)c1cccc(Cl)c1 (stereo not given)	-27	4
COC(=O)[C@]12C[C@H](CC(=O)N3CCCC3)C(=O)N(CCc3ccc(OC)c(OC)c3)C1=C[C@H](C1CCCC1)O[C@@H]2C	22	2
Cc1ccc(-c2nc3c(Br)cc(C)cn3c2Cc2cccc(Cl)c2)cc1	-7	6
CCCNC(=O)C[C@H]1CC[C@H]2[C@@H](COc3ccc(NC(=O)Nc4ccccc4)cc3C(=O)N2C)O1	-10	8
CN(N=Cc1ccccc1O)C(=O)c1ccccc1N	-37	2
COCc1[nH]nc2c1C(c1cccc(C(F)(F)F)c1)N(c1ccccc1)C2=O (stereo not given)	-14	2
CCOC(=O)C1=CCN(S(=O)(=O)c2cccc(Cl)c2)C1c1cccc(Br)c1 (stereo not given)	14	4
CC(C)CNC(=O)CC1Oc2ccccc2NC1=O (stereo not given)	-31	3
COC(=O)[C@]12C[C@H](CC(=O)NCC34CC5CC(CC(C5)C3)C4)C(=O)N(Cc3ccccc3)C1=C[C@H](C1CCCC1)O[C@@H]2C	-38	1
CCOC(=O)[C@]12CCCCC/C=C\1N(Cc1ccc(OC)cc1)C(=O)[C@H]2CC(=O)N1CCN(C(=O)c2ccco2)CC1	6	-5
C=CCn1c(COc2ccc(C)cc2)nnc1SCC(=O)Nc1ccc(Oc2ccccc2)cc1	-15	5
CCOc1ccc(CCNC(=O)COC(=O)c2cc(OC)c(OC)c(OC)c2)cc1OCC	3	2
COc1ccc(-c2cc(=O)oc3cc(OCC(=O)c4cccc([N+](=O)[O-])c4)ccc23)cc1	11	3
Cc1ccccc1CN1CCCCC(NC(=O)Nc2cccc(F)c2)C1=O (stereo not given)	-31	5
COc1cccc(CNC(=O)[C@H]2CCCN2C(=O)[C@H]2CCCN2C(=O)OC(C)(C)C)c1	-1	6
CCCCCCCCN1C(=O)[C@@H](CC(=O)N2CCCCC2)C[C@@]2(C(=O)OC)C1=C[C@H](C(C)(C)C)O[C@@H]2C	20	-17
C#CCNC(=O)C[C@H]1C[C@@]2(C(=O)OC)C(=C[C@H](C(C)C)O[C@@H]2C2CC2)N(CCCCCCCC)C1=O	-4	19
COC(=O)CN1CCN(C(=O)c2csc(N3CCOCC3)n2)CC1	-2	-5
Cc1ccc(CN2CCCCC(NC(=O)Nc3cccc([N+](=O)[O-])c3)C2=O)cc1 (stereo not given)	2	8
CCOc1cc(N2CCC(O)CC2)ccc1Nc1ncc2c(n1)N(C)c1ccccc1C(=O)N2C	-110	-97
CCCCCCCCN1C(=O)[C@@H](CC(=O)N2CCC(c3ccccc3)CC2)C[C@@]2(C(=O)OC)C1=C[C@H](C(C)(C)C)O[C@@H]2C	-2	-1
Cc1cccc(-c2nnc(SCC(=O)Nc3cccc4ccccc34)n2Cc2ccco2)c1	18	26
C=CCN1CC(COCc2ccccc2)OCCS1(=O)=O (stereo not given)	-44	-5
CCOC(=O)[C@@]12CCCC3=C1N(CCC3)C(=O)[C@H]2CC(=O)NCCCCc1ccccc1	7	6
Cc1ccc(C)c(NC(=O)c2cccc3c2-c2ccccc2C3=O)c1	-19	-16
COC(=O)[C@]12C[C@H](CC(=O)N3CCCCC3)C(=O)N(Cc3ccc(Cl)cc3Cl)C1=C[C@H](C1CCCC1)O[C@@H]2C	-5	8
C[C@@H]1CN(C(=O)OC(C)(C)C)CCN1c1ccc(N2CC[C@@H](O)C2)c(C#N)c1	21	18
COC(=O)[C@]12C[C@H](CC(=O)NCCc3ccccc3OC)C(=O)N(Cc3ccccc3)C1=C[C@H](COCc1ccccc1)O[C@@H]2C	3	-9
CC1C(=O)N(Cc2ccc([N+](=O)[O-])cc2)c2ccccc2N1C(=O)C1CC1 (stereo not given)	7	-5
COC(=O)[C@@]1(Cc2ccc(OC)cc2)[C@H]2c3cc(C(=O)N4CCCC4)n(Cc4c(CO)[nH]cc(C)c4=O)c3C[C@H]2CN1C(=O)c1ccccc1	-20	-3
COC(=O)c1ccc(-c2sc3nc(N4CCOCC4)c4c(c3c2N)CCCC4)o1	3	-8
O=C(NCCCc1ccccc1)OC1CCC12CCC(c1ccccc1)CC2 (stereo not given)	-17	2
COC(=O)[C@]12C[C@H](CC(=O)N3CCN(C(=O)C4CC4)CC3)C(=O)N(Cc3ccco3)C1=C[C@H](COCc1ccccc1)O[C@@H]2C	11	11
Cc1cc(C)c2cc(CN(CCO)C(=O)Nc3ccc(Cl)cc3)c(=O)[nH]c2c1	3	13
O=C1CSc2ccc(C(=O)N3CCCC(C(=O)N4CCN(c5ccc(F)cc5)CC4)C3)cc2N1 (stereo not given)	10	17
C=C1[C@H](C)CN(S(=O)C(C)(C)C)[C@H]1CCO (stereo not given in full)	-4	-1
Cc1cc(C)nc(SCC(=O)Nc2ncccn2)n1	-22	1

Brought forward from above: 6 entries, then new ones.
SMILES	NCOA2 inhibitor	COUP-TFII inh
O=C(NCCCc1ccccc1)OC1CCC12CCC(c1ccccc1)CC2 (stereo not given)	-17	2
COC(=O)[C@]12C[C@H](CC(=O)N3CCN(C(=O)C4CC4)CC3)C(=O)N(Cc3ccco3)C1=C[C@H](COCc1ccccc1)O[C@@H]2C	11	11
Cc1cc(C)c2cc(CN(CCO)C(=O)Nc3ccc(Cl)cc3)c(=O)[nH]c2c1	3	13
O=C1CSc2ccc(C(=O)N3CCCC(C(=O)N4CCN(c5ccc(F)cc5)CC4)C3)cc2N1 (stereo not given)	10	17
C=C1[C@H](C)CN(S(=O)C(C)(C)C)[C@H]1CCO (stereo not given in full)	-4	-1
Cc1cc(C)nc(SCC(=O)Nc2ncccn2)n1	-22	1
CCOC(=O)c1ccccc1NC(=O)Cn1cnc2c(cnn2-c2ccc(OC)cc2)c1=O	16	3
COC(=O)[C@]12C[C@H](CC(=O)NCc3ccc(OC)c(OC)c3)C(=O)N(Cc3ccco3)C1=C[C@H](C1CCCC1)O[C@@H]2C	-3	-5
C[C@@H]1CN([C@@H](C)CO)C(=O)CCCn2cc(nn2)CO[C@H]1CN(C)C(=O)Nc1cccc(F)c1	1	-1
Cc1cc2c(c(=O)o1)[C@@]1(C(=O)Nc3ccccc31)C1=C(CCCC1=O)O2	-7	-8
Cc1ccccc1NC(=O)CN1CCN(c2nc(-c3ccccc3)cs2)CC1	-8	-4
O=C(OC12CCCN(C1)/C(=C/c1cccc(Cl)c1)C2)c1ccno1 (stereo not given)	2	9
CCOC(=O)c1ccc(N2NC(=O)/C(=C/c3ccc(OC(=O)c4ccco4)c(OC)c3)C2=O)cc1	-10	1
O=c1cc(COc2ccccc2[N+](=O)[O-])nc2sccn12	-11	2
CCN(Cc1cn(Cc2ccc(C)cc2)nn1)S(=O)(=O)c1ccccc1Br	20	8
CN(C)c1ccc(NC(=S)OC2CCC23CCC(c2ccccc2)CC3)cc1 (stereo not given)	11	-4
O=C(CCCCCN1C(=O)C2C3C=CC(C3)C2C1=O)N1CCN(c2ncccn2)CC1 (stereo not given)	3	1
Cc1cc(N2CCN(C(=O)OC(C)(C)C)C[C@@H]2C)ccc1N1CCN(Cc2ccccc2)[C@H](C)C1	19	23
CCN(C)C(=O)CNc1nnnn1-c1ccccc1	4	-15
COC(=O)C[C@@H]1CC[C@H]2[C@@H](COc3ccc(NS(=O)(=O)c4ccccc4F)cc3C(=O)N2C)O1	9	-5
COC(=O)[C@]12C[C@H](CC(=O)NCc3ccccc3)C(=O)N(Cc3ccccc3)C1=C[C@H](COCc1ccccc1)O[C@@H]2C	9	7
CCn1c(Cc2cccs2)nnc1SCC(=O)Nc1ccccc1-c1ccccc1	12	4
CCC(c1ccc(OC)cc1)c1cn(C)c2ccccc12 (stereo not given)	8	-10
O=c1c2cc3cc(Cl)ccc3nc2ncn1CCc1ccc(O)cc1	0	8
COc1ccc(-c2ccc3c(n2)CCCN3S(=O)(=O)c2c(C)noc2C)cc1	-22	21
Cc1cccc(-c2cccc3c4c([nH]c23)[C@@H]2C[C@H](N(C)C(=O)OCc3ccccc3)[C@H]([C@H](C)O)CN2CC4)c1	-8	25
COc1ccc(C(=O)Nc2ccc(N3CCN(C(C)=O)CC3)cc2)cc1[N+](=O)[O-]	7	13
COC(=O)[C@]12C[C@H](CC(=O)NCCC(C)C)C(=O)N(Cc3ccccc3)C1=C[C@H](C(C)(C)C)O[C@@H]2C	7	-13
O=[N+]([O-])c1ccc2c(c1)CCO[C@@]21O[C@H](CCO)C[C@H](O)[C@H]1O	18	3
COc1ccc(N2C(=O)c3[nH]nc(-c4ccccc4)c3C2c2cccc(C(F)(F)F)c2)cc1 (stereo not given)	12	10
CCN(CC)C(=O)CC[C@H]1CC[C@]2(CCCN(Cc3ccccn3)C2)O1	-3	-30
C[C@@H]1ON(C)[C@H]2C[C@H]3c4[nH]c5cccc(-c6ccccc6F)c5c4CCN3C(=O)[C@@H]12	1	-19
COC(=O)C1=C(C)N(C)C(=NCc2ccc(OC)cc2)NC1c1ccccc1 (stereo not given)	-11	-7
CCOC(=O)[C@@]12CCC3=C1N(CCC3)C(=O)[C@H](CC(=O)NCc1cccs1)C2	6	-11
COCc1cc(C)nc(N/N=C/c2ccc(-c3cc(C(=O)O)ccc3Cl)o2)c1C#N	-4	7
CC(C)(C)n1nc(C2CC2)c(Br)c1NC(=O)c1ccc(Cl)cc1	10	-10
COC(=O)c1cc2c(c3c4cc(F)ccc4n(S(=O)(=O)c4ccccc4)c13)C(=O)N(C)C2	-32	-1
CCn1c(SCC(=O)c2ccc(-c3ccccc3)cc2)nnc1-c1ccc(C(C)(C)C)cc1	39	11
CCC1CCCCN1Cc1cc(OC)c(O)c([N+](=O)[O-])c1 (stereo not given)	-22	-15
Clc1ccc(-n2c(Cc3cccs3)nnc2SC/C=C/c2ccccc2)cc1	-8	3
COC(=O)C1CN(C2CCCC2)CCS(=O)(=O)N1Cc1cn(Cc2ccccc2)nn1 (stereo not given)	4	2
COC(=O)C1CC(O)CN1C(=O)NC1CCCCC1 (stereo not given)	-19	-6
COC(=O)[C@H](C(C)C)N(CCCc1cn(CC2CCCCC2)nn1)S(=O)(=O)c1ccc(F)cc1Br	15	7
CCCCNC(=O)NC1CCN(CC(=O)Nc2ccc3c(c2)OCCO3)CC1	9	-7
Cc1nn(-c2ccccc2)c2sc(C(=O)NCCc3ccc(Cl)cc3)cc12	-1	-9
COc1nc(N=C(N)N)nc2ccc(C)cc12	-50	0

Reprinted from the part before: 5 entries, followed by the next part.
SMILES	NCOA2 inhibitor	COUP-TFII inh
COC(=O)C1CC(O)CN1C(=O)NC1CCCCC1 (stereo not given)	-19	-6
COC(=O)[C@H](C(C)C)N(CCCc1cn(CC2CCCCC2)nn1)S(=O)(=O)c1ccc(F)cc1Br	15	7
CCCCNC(=O)NC1CCN(CC(=O)Nc2ccc3c(c2)OCCO3)CC1	9	-7
Cc1nn(-c2ccccc2)c2sc(C(=O)NCCc3ccc(Cl)cc3)cc12	-1	-9
COc1nc(N=C(N)N)nc2ccc(C)cc12	-50	0
CCOC(=O)c1sc(Nc2nc(OC)cc(OC)n2)nc1C	17	-1
CC(=O)O[C@@H]1C=C[C@@H](C#Cc2ccc(C(C)(C)C)cc2)O[C@@H]1COC(=O)Nc1ccccc1	25	18
COC(=O)[C@]12C[C@H](CC(=O)NCCCN3CCCC3=O)C(=O)N(Cc3ccc4c(c3)OCO4)C1=C[C@H](C(C)(C)C)O[C@@H]2C	3	6
C#CCNC(=O)C[C@H]1C[C@@]2(C(=O)OC)C(=C[C@H](C(C)(C)C)O[C@@H]2C)N(CCC2=CCCCC2)C1=O	4	26
COc1cccc(N(C)C(=O)[C@@H](C)[C@@H](O)c2ccc3ccccc3c2)c1	-33	-12
C=CCN(CC#CC(=C)C)CC1CC1	14	-13
COc1ccc(C(=O)CSc2nnc(-c3ccccc3)n2-c2ccc(Cl)cc2)cc1	4	-6
CO[C@@H]1[C@H](O)CC[C@]2(O)CN(c3ccccc3)[C@](C)([C@H](O)CC=C(C)C)[C@@H]12	-28	1
Cc1ccc2c(CN3CCOCC3)cc(=O)oc2c1	0	-15
O=C(Nc1ccc(Cl)c(Cl)c1)C1CCN(c2ncccn2)CC1	-11	15
Cc1cc2cc3c(=O)[nH]c(=O)[nH]c3nc2cc1C	13	16
O=C(CN1CCCc2ccccc21)NCc1ccccc1F	-1	0
O=C(NCCc1ccc(Cl)cc1)c1ccc2c(=O)[nH]c3c(C(=O)NCC4CCCO4)sc(=S)n3c2c1 (stereo not given)	-11	10
C=CC[C@@H]1NN2C(=O)[C@@H](C)[C@@H]3c4ccccc4C=NN3[C@@H]2c2ccccc21	-8	10
O=C(Nc1nc2ncccn2c1-c1ccccc1)C1CC1	5	-1
CC1CCN(c2ccc(C(=O)O)cc2NS(=O)(=O)c2ccc(Cl)s2)CC1	6	-26
Cc1ccc(C2=CCN(C)C(=O)N2c2ccc([N+](=O)[O-])cc2)cc1	5	12
Cc1cc(C2(c3cc(C)c(NC(=O)CN4CCOCC4)c(C)c3)CCCCC2)cc(C)c1NC(=O)CN1CCOCC1	-11	4
COC(=O)C1=C(C)NC2=C(C(=O)CCC2)C1c1cccs1 (stereo not given)	1	-13
CN(C)Cc1c(C(C)(C)O)[nH]c2ccccc12	1	-12
CCOc1ccc(-c2cc(C(C)=O)c3n(c2=O)CCC3)cc1	-24	10
O=C(NC1CCCC1)N1CCC(c2nc3ccc(Cl)cc3[nH]2)CC1	4	10
Cc1ccc(NC(=S)NNC(=O)CSc2nnc(-c3ccc(C)cc3)n2C2CCCCC2)cc1	7	8
COc1ccc(CN2C(=O)[C@@](O)(c3cccn3C)c3cc(Br)ccc32)cc1	-5	-10
